Compound activity as filed in PubChem.
FID counter – displaces DNA intercalator in HCV helicase counter-screen | inhibition, % at 7.9 µM | DNA fluorescent intercalator displacement, fluorescence | 0.17% of 290,000 active; in the data active = inhibition above about 37%;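 also: 0% = vehicle and 100% = reference compound; higher means more ethidium bromide displaced from hairpin DNA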
OXTR ag – activates the human oxytocin receptor. P30559. CHO-OTR cells, Fluo-8 calcium fluorescence; normalized: DMSO 0%, oxytocin 100%. activation, % at 3 µM. 0.32% of 320,000 active. AID 2435;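 active = activation above the mean of all tested compounds plus 3 SD, cutoff set per screening run, cut at about 20% in these data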;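 also: peak over basal fluorescence ratio from a 100 s FLIPR kinetic read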
VIM-2 inh – blocks Pseudomonas aeruginosa VIM-2 metallo-beta-lactamase; inhibition, % at 5.6 µM; purified VIM-2, nitrocefin hydrolysis, epi-absorbance fluorescence; 0.89% of 290,000 active; AID 1527;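 active = inhibition above the mean of all tested compounds plus 3 SD, cutoff set per screening run, cut at about 7.5% in these data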;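 also: red hydrolysis product quenches plate fluorescence so inhibitors raise well fluorescence; 0% = enzyme with DMSO and 100% = DMSO without enzyme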
V1R ag counter – activates human V1a receptor in oxytocin agonist counter-screen; AID 2797; P37288; CHO-V1R cells, Fluo-8 calcium fluorescence, agonist mode; 0% DMSO, 100% 3 nM vasopressin; 0.25% of 320,000 active; activation, % at 3 µM;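 active = activation above the mean activation of all tested compounds plus 3 SD, per screening run, cut at about 20% in these data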;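 also: signal is peak over basal fluorescence ratio across a 100 second FLIPR read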
PHOSPHO1 block – blocks human PHOSPHO1 phosphatase activity; Q8TCT1; recombinant PHOSPHO1, absorbance phosphatase assay; inhibition, % at 13.3 µM; 1.1% of 290,000 active; AID 1565; in the data active = inhibition above about 60%
Target sequence (Q8TCT1 whole entry, looked up): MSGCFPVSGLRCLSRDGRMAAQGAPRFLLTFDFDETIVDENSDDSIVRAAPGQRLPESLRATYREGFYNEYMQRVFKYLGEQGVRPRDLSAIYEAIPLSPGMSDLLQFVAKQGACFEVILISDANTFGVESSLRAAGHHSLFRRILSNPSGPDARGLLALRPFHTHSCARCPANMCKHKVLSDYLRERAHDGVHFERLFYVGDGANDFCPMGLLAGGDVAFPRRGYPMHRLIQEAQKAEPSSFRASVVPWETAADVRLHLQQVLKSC
HCV NS3 hel inh – blocks Hepatitis C virus NS3 helicase unwinding; NS3 helicase DNA unwinding, Cy5 molecular beacon fluorescence; inhibition, % at 10.9 µM; 0.56% of 290,000 active;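 active = inhibition above the mean of all tested compounds plus 3 SD, set per campaign, cut at about 35% in these data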;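 also: 0% = DMSO wells and 100% = thioflavine S control wells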
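Control set: DMSO versus 110 µM thioflavine S; Material: NS3 helicase fragment of HCV; Measured by: Cy5 fluorescence at 0 and 60 min, beacon hairpin quenching; Read-out basis: percent inhibition from t60/t0 fluorescence ratio; Times: reaction time 60 min, 25 °C; Repeats: single replicate; Compound dosing: single dose, 10.9 µM nominal final, DMSO 0.8% final.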
GalR3 antag – antagonists of human GalR3; inhibition, % at 3 µM; HEK293 GalR3-CNG cAMP membrane potential fluorescence; galR3 body fused to GalR1 C-terminus; 0.44% of 360,000 active;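 active = inhibition above the screen-wide average plus 3 SD, cut at about 13% in these data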;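 also: forskolin and galanin both at EC90 stimulate the cells; cAMP rise reported by CNG channel membrane potential dye signal; 0% = forskolin plus galanin with DMSO and 100% = forskolin alone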
Target sequence (O60755 1-299 limits assumed): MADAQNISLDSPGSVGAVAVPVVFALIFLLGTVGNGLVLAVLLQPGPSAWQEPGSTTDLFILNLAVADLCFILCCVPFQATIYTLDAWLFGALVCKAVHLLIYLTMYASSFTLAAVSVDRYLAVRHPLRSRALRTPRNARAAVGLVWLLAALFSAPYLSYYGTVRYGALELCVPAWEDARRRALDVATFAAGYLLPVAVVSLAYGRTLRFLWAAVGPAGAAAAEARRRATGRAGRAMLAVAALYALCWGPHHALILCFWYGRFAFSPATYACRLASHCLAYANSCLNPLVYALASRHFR
IMP-1 inh – inhibitors of Pseudomonas aeruginosa IMP-1 metallo-beta-lactamase | 0.45% of 290,000 active | AID 1556 | inhibition, % at 5.6 µM | purified IMP-1, nitrocefin hydrolysis, epi-absorbance fluorescence;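 active = inhibition above the mean plus 3 SD of all compounds in the same screening run, cut at about 4.5% in these data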;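 also: 0% = IMP-1 with DMSO and 100% = DMSO wells lacking enzyme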
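System: purified IMP-1; amount: IMP-1 0.2 nM before substrate addition; compound: single dose, 5.6 µM; times: 25 °C, 15 min preincubation, 25 min reaction; signal: Epi-absorbance via hydrolysed-nitrocefin quenching of white-plate fluorescence, 480/530 nm, EDTA stop; benchmarks: DMSO with and without IMP-1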
GPR7 antag – antagonists of human GPR7 (neuropeptides B/W receptor 1); P48145; GPR7-expressing cells, fluorescence antagonist assay; inhibition, % at 4.4 µM; 1.1% of 290,000 active; in the data active = inhibition above about 16%, passing the limit was not always enough;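 also: cells stimulated with the agonist NPW; 0% = agonist with vehicle and 100% = vehicle without agonist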
Target sequence (P48145 whole entry, looked up): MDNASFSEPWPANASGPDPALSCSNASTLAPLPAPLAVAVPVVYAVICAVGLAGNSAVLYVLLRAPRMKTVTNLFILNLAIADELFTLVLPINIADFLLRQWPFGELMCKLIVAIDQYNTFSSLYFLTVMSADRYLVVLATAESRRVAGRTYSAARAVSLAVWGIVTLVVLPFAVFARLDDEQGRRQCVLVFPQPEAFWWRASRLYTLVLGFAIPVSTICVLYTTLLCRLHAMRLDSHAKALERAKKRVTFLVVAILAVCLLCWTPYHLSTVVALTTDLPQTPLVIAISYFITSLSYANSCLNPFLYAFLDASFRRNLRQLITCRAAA
Active calls of the source: *; . = no result given. The order is random (roughly 4.3% active in at least one column).

SMILES	FID counter	OXTR ag	VIM-2 inh	V1R ag counter	PHOSPHO1 block	HCV NS3 hel inh	GalR3 antag	IMP-1 inh	GPR7 antag
Cn1cccc1C(=O)C(=O)Nc1cccc(Cl)c1Cl	1	0.4	-3.9	-0.2	16	0	-2	-2.2	-9
COc1ccc2[nH]c3c(=O)n(CCCCC(=O)N4CCCC4)c(=S)[nH]c3c2c1	-3	-1.1	-1.4	0.2	100*	7	-9	-2.3	4
CC(C)(C)C1CCC(=NNC(=O)CN(c2ccccc2)S(C)(=O)=O)CC1 (stereo unspecified)	-7	0.1	-0.7	-0.2	-9	-4	-2	-2.1	-4
COc1ccc(-c2nc(C(N)=O)c3[nH]c(=O)n(-c4cccc(Cl)c4)c3n2)cc1OC	-3	.	-2.6	.	-7	-8	0	-3.9	-13
O=C(O)c1ccc(Nc2ccc(F)c(F)c2)c([N+](=O)[O-])c1	-6	0.3	-1.1	-0.1	.	8	-7	0.3	36*
CCCC(=O)Nc1cc(-c2nn(C)c(=O)c3ccccc23)ccc1N1CCOCC1	-35	-0.8	0.6	0.2	-5	0	-2	-1.8	6
O=c1[nH][nH]c(=S)n1-c1ccccc1C(F)(F)F	-14	.	-3.6	.	90*	-7	.	-3.1	-9
Cc1ccc(NC(=O)COC(=O)COc2ccc(Cl)cc2C)c([N+](=O)[O-])c1	-1	-0.3	-3.5	0.3	16	0	0	-1.6	-9
COc1cccc(-c2nc(CSCC(=O)N3CCc4ccccc43)c(C)o2)c1	3	-1.6	-2.2	-0.3	0	3	-5	-0.9	-3
Cc1ccc(-n2nc3c(c2NC(=O)c2ccco2)CS(=O)C3)cc1 (stereo unspecified)	-9	1.1	-0.7	1.7	9	8	-1	-3.6	-7
CCC(C)NC(=O)C1CCN(c2nc(C)cc(C)n2)CC1 (stereo unspecified)	-1	-0.2	1.7	0.0	15	-14	-4	-0.5	-15
COc1ccc(C(=O)N2N=C(c3cccc(OC)c3)CC2(O)C(F)(F)F)cc1 (stereo unspecified)	-20	-1.8	-3.5	-0.8	-12	-6	-1	-1.1	-22
COc1ccccc1CO/N=C/NC(=O)c1c(OC)ccnc1Oc1ccc(F)cc1	-28	3.8	-1.6	4.1	-15	-11	-2	-2.2	-9
Cc1cc(C)n2nc(SCC(=O)N(C)c3ccccc3)nc2n1	-10	-0.2	-0.2	0.5	6	0	-10	1.7	-13
CC(SC1=NCCS1)C(=O)Nc1nnc(-c2ccc(F)cc2)s1 (stereo unspecified)	-3	0.8	-4.6	1.1	22	-7	.	-5.6	1
CCOC(=O)CN1C(=O)C(=O)N(Cc2ccccc2)C1=O	-13	0.3	-1.2	0.5	20	24	-10	-1.0	-3
CC1=C(C(=O)OC(C)C)C(c2cccs2)N2C(=O)C(C)SC2=N1 (stereo unspecified)	-26	-2.3	-1.6	-1.2	12	5	-4	1.6	-1
Cc1ccc(Cn2nc(C)c3cc(C(=O)OCC(N)=O)sc32)cc1	-8	-0.2	-4.2	1.0	0	6	1	-4.3	1
O=C(CN1CCN(Cc2ccccc2)CC1)N1CCCc2c1c(=O)oc1ccc(O)cc21	8	2.1	-1.3	5.5	22	-21	-1	-1.6	1
Cc1cc(C)c(NC(=O)Cc2ccc(-n3cccc3)cc2)c(C)c1	-3	-0.6	0.6	0.2	10	-3	-1	-2.5	9
O=S(=O)(c1ccccc1F)N1CCN(c2nc3ccccc3s2)CC1	-15	1.0	-2.8	1.3	40	-1	-5	-2.2	-5
CCOc1ccc(NC(=S)NCc2nc3ccccc3[nH]2)cc1	-6	-1.1	-2.8	0.0	16	5	-3	-4.1	-24
O=C(NCCN1CCOCC1)c1cc(-c2ccc(Br)cc2)on1	0	0.6	-0.5	1.4	-2	-1	-5	-1.2	-2
CCc1nc2sc3ccccc3c(=O)c2c(=O)n1CCOC	-2	-1.1	1.8	-0.8	35	0	-2	-1.5	1
N#Cc1c(N)n[nH]c1CCCN	4	0.7	1.0	0.0	19	-3	-1	-4.3	0
O=C(NCC1(c2ccccc2)CCCC1)c1ccc(Br)o1	-9	-3.2	-1.7	-1.0	5	4	2	-0.7	-12
Cc1ccc(C(=O)N2CCCC(CCC(=O)N3CCN(c4ccccn4)CC3)C2)cc1 (stereo unspecified)	-63	-0.9	-2.6	0.8	16	7	-8	-3.5	-9
CCC1CCCCN1CCCNC(=O)CN1C(=O)c2cccnc2Oc2ccc(C)cc21 (stereo unspecified)	-3	-0.7	-3.0	0.6	26	-5	-6	-2.3	-15
O=C(NCc1cccs1)C1CCCN1C(=O)Nc1cccc(F)c1 (stereo unspecified)	3	0.7	-2.9	-0.7	4	-6	-3	-2.3	-1
O=C(Cc1ccc(NC2=NC3CS(=O)(=O)CC3S2)cc1)NCc1ccccc1Cl (stereo unspecified)	-9	0.3	-0.1	0.8	28	8	.	-3.3	0
Cc1cc(NS(=O)(=O)c2ccc(NC(=O)C(C)Oc3ccc4c(C)cc(=O)oc4c3)cc2)no1 (stereo unspecified)	-38	1.3	-1.7	0.7	5	0	2	-0.6	2
COc1cccc(-c2nc(CS(=O)(=O)CC(=O)NC3CCC(C)CC3)c(C)o2)c1 (stereo unspecified)	-50	0.9	-2.1	5.6	50	1	-6	-4.2	-17
CC(=O)Nc1cccc(NC(=O)CSc2ccc3nnc(CCNC(=O)c4ccccc4)n3n2)c1	-12	1.0	-2.3	1.6	-5	11	-1	-2.8	-6
CCOC(=O)c1ccccc1NC(=O)c1cn(-c2ccc(C)c(C)c2)c(=O)c2ccccc12	-2	0.1	0.1	-0.1	-14	5	-2	-2.1	-10
CC(C)(C)C(=O)NNC(=O)c1ccc(Oc2cc(Cl)cc(Cl)c2)o1	-9	0.2	-2.8	0.3	17	-4	-5	-2.6	-10
COC(=O)C1=C(C)NC2=C(C(=O)CCC2)C1c1ccsc1 (stereo unspecified)	0	.	-2.8	.	-4	5	.	-2.9	0
C/C(=C\c1ccco1)C1Nc2cccc3cccc(c23)N1	3	-0.6	2.1	-0.5	94*	15	.	0.6	-2
COCCCNC(=O)C1CCC(=O)N(c2ccc3c(c2)OCO3)C1c1ccc(OC)cc1 (stereo unspecified)	-11	-0.1	-5.4	-0.6	38	8	-9	-4.6	-4
Cc1ccc(C(=O)NCC(=O)N2CCN(c3ccccc3)CC2)cc1	-20	-0.2	0.2	-1.0	14	0	4	-0.2	-6
O=C(c1ccco1)N(c1ccccn1)c1ccccn1	-1	1.6	-1.1	0.2	19	-17	-2	-2.0	-15

Entries of single compounds, looked up by structure. Order of values: FID counter | OXTR ag | VIM-2 inh | V1R ag counter | PHOSPHO1 block | HCV NS3 hel inh | GalR3 antag | IMP-1 inh | GPR7 antag
`CCc1nc2sc3ccccc3c(=O)c2c(=O)n1CCOC` as listed: -2 | -1.1 | 1.8 | -0.8 | 35 | 0 | -2 | -1.5 | 1
`O=C(NCC1(c2ccccc2)CCCC1)c1ccc(Br)o1` as listed: -9 | -3.2 | -1.7 | -1.0 | 5 | 4 | 2 | -0.7 | -12
`Cc1cc(NS(=O)(=O)c2ccc(NC(=O)C(C)Oc3ccc4c(C)cc(=O)oc4c3)cc2)no1` (stereo unspecified) as listed: -38 | 1.3 | -1.7 | 0.7 | 5 | 0 | 2 | -0.6 | 2
`Cc1ccc(-n2nc3c(c2NC(=O)c2ccco2)CS(=O)C3)cc1` (stereo unspecified) as listed: -9 | 1.1 | -0.7 | 1.7 | 9 | 8 | -1 | -3.6 | -7

The results go on:
SMILES	FID counter	OXTR ag	VIM-2 inh	V1R ag counter	PHOSPHO1 block	HCV NS3 hel inh	GalR3 antag	IMP-1 inh	GPR7 antag
CN(C)S(=O)(=O)N1CCN(S(=O)(=O)N2CCOCC2)CC1	-15	0.9	-6.2	0.9	19	3	-3	-3.8	-5
CSc1ncccc1C(=O)N1CCCC(N2CCN(c3ccccc3F)CC2)C1 (stereo unspecified)	-20	1.1	-0.4	3.1	23	-4	-1	-2.3	-8
Cn1c(=O)cc(SCC(=O)NCCCN2CCOCC2)c2ccccc21	3	-0.1	-0.8	0.5	23	-5	-1	-4.1	-16
Cc1ccc(-c2cnc3n2CCCCC3)cc1	15	0.7	-2.1	1.0	-41	0	-5	-2.3	4
CCN(CC)c1ccc(NC(=O)c2c(C)noc2C)cc1	-2	-0.5	-2.4	0.3	-50	9	1	-2.1	-4
O=C(Nc1ccc(N2CCOCC2)cc1)c1ccc(Br)o1	-8	0.0	-2.4	0.8	37	9	-7	-2.8	-1
CCOc1ccccc1C1CC(c2ccc(F)cc2)Nc2nc(N)nn21 (stereo unspecified)	-28	1.1	-2.4	0.9	2	3	1	-2.4	6
C=CCN1C(=NC(=O)COc2ccccc2)SC2CS(=O)(=O)CC21 (stereo unspecified)	-5	1.7	-2.0	0.8	42	2	-6	0.3	-17
Cc1ccc(C(=O)NCCn2cc(SCC(=O)N3CCOCC3)c3ccccc32)cc1	-25	0.1	-3.2	4.0	-18	-6	.	-4.4	-11
Cc1ccc2cc3cc(C(=O)NCc4ccco4)oc3nc2c1	-23	-0.3	-0.1	1.6	-30	-4	-5	-1.2	2
CCOc1ccccc1OCCOc1ccccc1OC(C)C	-23	-2.0	-3.0	0.0	-9	-7	0	-3.6	-6
CCOc1ccc(C(=O)NC(=S)N2CCN(c3ccc(C(F)(F)F)cc3[N+](=O)[O-])CC2)cc1	-4	-0.1	2.9	0.3	-2	-15	7	-2.4	3
CC(=O)/C(=C/N(C)C)C(=O)Nc1ccc(Cl)cc1Cl	-8	1.6	-4.0	1.6	16	-3	-3	-1.0	-15
CN(C)S(=O)(=O)c1cc(NC(=O)COC(=O)C2COc3ccccc3O2)ccc1Cl (stereo unspecified)	2	4.5	-1.8	2.3	-33	-4	-9	-3.5	-4
COc1ccc(N2CC(O)=C(c3nc4ccccc4s3)C2=N)c(OC)c1	-15	1.7	-2.0	0.3	12	-8	-3	-3.1	10
CCn1c2ccccc2n2c(=O)c(=O)n(CC(=O)N3CCN(c4ccccc4OC)CC3)nc12	0	-0.6	-2.9	-0.3	-3	4	.	-3.0	-9
COc1ccccc1CCC(=O)OCC(=O)Nc1ccc(C(N)=O)cc1	-13	1.5	-0.4	2.6	2	1	-9	-5.6	4
CCOC(=O)c1ccccc1NC(=O)c1cncc(Br)c1	-6	.	-4.3	.	-25	1	-4	-1.4	-5
CC(=O)c1ccc(-c2ccccc2OC(F)(F)F)o1	-3	-0.9	0.7	0.3	2	13	-3	-3.6	-3
CCOc1ccc(/C=N/NC(=O)C(C)N(c2ccc(OC)cc2)S(C)(=O)=O)cc1OCC (stereo unspecified)	-32	-0.8	-2.0	0.8	-29	-2	2	-1.1	-5
O=C(CC(SCc1ccco1)c1ccc(O)cc1)c1cccs1 (stereo unspecified)	3	1.3	7.7	1.9	23	69*	1	16*	2
Cc1ccc(N2C(=O)CC(Sc3ccccc3C(=O)O)C2=O)cc1 (stereo unspecified)	3	-0.8	-0.9	-0.6	-1	5	5	-2.5	-5
CCCc1nn(C)c(C(=O)Nc2cccc(C)c2)c1Cl	-26	-2.3	-0.9	0.6	-21	7	-4	-1.9	6
CCN(CC)C1CCS(=O)(=O)C1 (stereo unspecified)	4	0.9	-2.2	0.2	16	2	-2	-3.6	-3
Cc1ccc(CNC(=O)CCc2ccccc2)cc1	1	-1.0	-4.4	-0.5	0	5	-3	-3.5	-1
